S1P4 ag: activates the human S1P4 receptor. 0.35% of 220,000 active. S1P4-expressing cell line, agonist reporter assay. O95977. activation, % at 4.98 µM; in the data active means activation above about 11%;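 further: 0% = DMSO vehicle and 100% = reference agonist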
Target sequence (O95977 whole entry, looked up): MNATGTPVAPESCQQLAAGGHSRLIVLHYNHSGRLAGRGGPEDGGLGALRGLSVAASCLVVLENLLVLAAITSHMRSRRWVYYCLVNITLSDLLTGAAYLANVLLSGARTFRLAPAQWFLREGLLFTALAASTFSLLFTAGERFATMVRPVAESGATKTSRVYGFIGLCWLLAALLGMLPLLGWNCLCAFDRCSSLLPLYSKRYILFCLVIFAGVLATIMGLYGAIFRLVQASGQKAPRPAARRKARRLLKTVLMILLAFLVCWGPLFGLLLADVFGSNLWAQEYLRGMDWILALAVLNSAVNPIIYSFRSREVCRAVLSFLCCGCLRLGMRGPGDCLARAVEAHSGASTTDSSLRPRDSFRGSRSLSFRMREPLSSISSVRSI
NPY2 pot ag: human NPY-Y2 potentiation or agonism, primary screen; P49146; cells expressing NPY-Y2, potentiator/agonist read-out; activation, % at 3.6 µM; 0.45% of 220,000 active; AID 1359; in the data active means activation above about 27%;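 further: cells stimulated with NPY near EC25 plus isoproterenol at EC100; 0% = vehicle plus submaximal agonist and 100% = vehicle plus saturating agonist; some results beyond the cut were filed as inactive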
S1P4 antag: blocks the human S1P4 receptor | 0.26% of 220,000 active | inhibition, % at 4.98 µM | S1P4-expressing cells, antagonist mode, reporter read-out | O95977; in the data active means inhibition above about 29%;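 further: 0% = wells stimulated with agonist and 100% = vehicle wells without agonist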
p97 ATPase inh: human p97 ATPase inhibition. P55072. 0.42% of 220,000 active. AID 1481. inhibition, % at 8 µM. recombinant p97 ATPase, Kinase-Glo ATP luminescence, 3 h; in the data active means inhibition above about 15%;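 further: 0% = DMSO vehicle and 100% = wells lacking enzyme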
eIF4E 4G PPI: eIF4E/eIF4G interaction inhibition in translation initiation; TR-FRET eIF4E-eIF4GI(517-606) binding, 2 h; inhibition, % at 21.7 µM; 0.37% of 220,000 active;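 active means inhibition above about 30%, limit read from the data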;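 further: 0% = full FRET control wells and 100% = background wells lacking eIF4GI fragment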
PGE2 EP2 inh: inhibitors of human EP2 prostaglandin E2 receptor. P43116. C6 glioma cells expressing human EP2, cAMP TR-FRET; cells stimulated with saturating PGE2. inhibition, % at 25 µM. 0.52% of 260,000 active. AID 1422;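 active means percent inhibition above 40 after rounding to a whole number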;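 further: rat C6 glioma host cells with rolipram phosphodiesterase inhibitor present; the protocol text gives 20 µM as final concentration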
NPY Y1 blocker: NPY-Y1 (human) receptor antagonism. P25929. HEK293-CNG Y1 cells, membrane potential fluorescence; NPY at EC95, then isoproterenol. inhibition, % at 3.6 µM. 1% of 200,000 active;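 active means inhibition above the campaign mean inhibition of all tested compounds plus 3 SD, cut at about 20% in these data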;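 further: 0% = DMSO wells given NPY plus isoproterenol and 100% = isoproterenol alone without NPY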
Target sequence (P25929 whole entry, looked up): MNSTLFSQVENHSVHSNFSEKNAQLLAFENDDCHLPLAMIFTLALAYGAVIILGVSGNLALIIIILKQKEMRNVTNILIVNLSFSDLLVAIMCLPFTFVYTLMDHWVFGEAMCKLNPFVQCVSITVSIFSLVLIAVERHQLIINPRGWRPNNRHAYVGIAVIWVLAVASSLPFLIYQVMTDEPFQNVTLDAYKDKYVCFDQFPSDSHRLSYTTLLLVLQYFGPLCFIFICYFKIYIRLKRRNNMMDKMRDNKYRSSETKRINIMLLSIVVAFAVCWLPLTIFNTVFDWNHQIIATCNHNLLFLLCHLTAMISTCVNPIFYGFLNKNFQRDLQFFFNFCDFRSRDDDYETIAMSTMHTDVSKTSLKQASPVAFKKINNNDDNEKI
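Benchmarks – high control isoproterenol alone, low control NPY with isoproterenol · Material – HEK293 Y1/CNG channel cell line · Times – dye 3 h, compound 60 min room temperature, stimulation 45 min · Probe or stimulus – NPY (25 nM), isoproterenol (1 µM), Ro 20-1724 (25 µM) · Evaluation – % inhibition of NPY effect · Signal – fluorescence, membrane potential probe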
EP2 mod: modulators of human EP2 prostaglandin E2 receptor; P43116; EP2-expressing cells, cAMP HTRF FRET, PGE2 co-stimulation; induction, % at 25 µM; 0.83% of 260,000 active;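 active means compounds whose cAMP rise, as percent of the full-agonist control response, exceeds 60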;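 further: rat C6 glioma line stably carrying human EP2 under a CMV promoter; the protocol text gives 20 µM as final concentration; 100% = response of wells given 1 µM PGE2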
NPY-Y1 PAM-ag: human NPY-Y1 potentiation or agonism, primary screen. P25929. activation, % at 3.6 µM. 0.37% of 220,000 active. NPY-Y1 expressing cells, potentiator/agonist activation; in the data active means activation above about 33%, passing the limit was not always enough;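 further: cells stimulated with NPY at EC10 then isoproterenol at EC100; 0% = low agonist plus stimulus and 100% = saturating agonist plus stimulus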
The depositor's hits bear a star; x = not tested or not shown; [ ] = dose if it differs, or a comment. The list is partial, so the mix of outcomes need not match the whole.

molecule	S1P4 ag	NPY2 pot ag	S1P4 antag	p97 ATPase inh	eIF4E 4G PPI	PGE2 EP2 inh	NPY Y1 blocker	EP2 mod	NPY-Y1 PAM-ag
O=C(N=NC(=O)c1ccco1)c1ccc2c(O)n(N3C(=O)c4ccccc4C3=O)c(O)c2c1	1.1	4	-18	7	4	7	-1	45	-10
O=C(CSCc1c(Cl)cccc1Cl)Nc1cccnc1	0.4	-4	-5	-3	-3	8	-1	-50	3
NNC(=O)c1cc2c(s1)CCCCCC2	-1.5	-3	-16	2	-3	-4	0	-8	8
O=C1CSC(c2ccccc2)N1CC12CC3CC(CC(O)(C3)C1)C2 (stereo unspecified)	1.0	16	6	-8	-6	8	-2	-55	20
COC(=O)c1cc(Nc2cc(C)nc3ncnn23)cc(C(=O)OC)c1	0.1	-5	6	5	-3	7	3	17	-11
Cc1ccc(CN2CCN(/N=C/c3cc(Br)ccc3O)CC2)cc1	1.2	4	3	1	-5	8	0	-33	21
COc1ccc(CC2S/C(=C(\C#N)C(=O)NCc3ccco3)N(c3ccc(C)cc3)C2=O)cc1 (stereo unspecified)	-2.1	2	3	2	3	18	0	1	-4
COc1ccc(-n2cc(CN[C@H]3CCCCNC3=O)c(-c3cccc(F)c3)n2)cc1	0.3	-27	2	2	7	5	x	-16	10
C/C(=N\Nc1nc(-c2cc(C)ccc2C)cs1)c1cc2ccccc2oc1=O	0.7	-2	-27	4	12	3	0	20	0
COC(=O)c1cccc(Cn2c(Cl)c(/C=N/NC(=O)c3ccccc3Cl)sc2=O)c1	-1.5	10	4	-4	-2	11	2	12	11
Cc1ccc(S(=O)(=O)N2CCN(C(=O)c3cc4c(C)nn(-c5ccccc5C)c4s3)CC2)cc1	-0.3	8	-21	-1	2	12	-10	6	24
COC(=O)C(C)N(C(=O)c1ccc(Cl)cc1)c1c(C)cccc1C (stereo unspecified)	0.2	-5	1	-3	5	5	9	33	-15
CN(C)c1ccc(NC(=O)CSc2nnc(-c3cccs3)n2Cc2ccco2)cc1	-1.2	18	-2	1	6	6	-2	25	0
Cc1ccc(N(CCC(=O)O)S(=O)(=O)c2cccc(C(F)(F)F)c2)cc1	8.8	-3	-2	2	-4	0	-3	3	4
O=C1Nc2ccccc2N(O)N1c1ccc(Cl)cc1	-1.4	-12	11	0	3	4	-1	12	3
Cc1cc(CNC(=O)CC2C(=O)NCCN2Cc2ccc(-c3ccccc3)cc2)nn1C (stereo unspecified)	-0.4	8	-16	2	-4	9	3	19	-2
Cc1ccc(-c2cc(O)cc3sc(=O)oc23)cc1C	3.1	6	2	-4	2	33	x	-53	7
CCOC(=O)c1cccc(-n2c(C)cc(C=O)c2C)c1	-0.6	-3	-11	-1	3	5	2	23	-9
CCOc1ccccc1-n1nnnc1SCc1nc2ccccc2s1	-2.6	-14	-1	-2	-1	x	1	14	-14
O=S(=O)(/N=C(\Nc1ccc(F)cc1)C(F)(F)F)c1ccccc1	-1.0	0	-15	5	7	9	4	23	5

(further entries)
molecule	S1P4 ag	NPY2 pot ag	S1P4 antag	p97 ATPase inh	eIF4E 4G PPI	PGE2 EP2 inh	NPY Y1 blocker	EP2 mod	NPY-Y1 PAM-ag
O=C(NCCc1ccccc1)C1CCCN(S(=O)(=O)c2cccc3nsnc23)C1 (stereo unspecified)	1.6	-2	-24	-4	0[fluorescence artefact?]	8	3	9	-2
CCOC(=O)CSc1ncnc2c1sc1nc(N3CCOCC3)c3c(c12)CCCC3	1.7	3	-16	2	-3	10	3	75*	7
CC(C)N(C(=O)c1ccc2nc3c4ccccc4c4ccccc4c3nc2c1)C(C)C	2.7	-12	-7	-3	x	x	-2	x	-22
COC(=O)c1ccc(C#Cc2ccccc2)o1	0.1	-10	-10	9	5	4	x	18	-13
Nc1nnc(SCc2ccccc2F)n1-c1ccccc1	1.6	15	2	0	-6[fluorescence artefact?]	11	0	14	4
Cc1cccc(CSc2nncc(=O)[nH]2)c1	-1.5	-8	-13	-1	2	9	17	13	-16
N#Cc1c(NCCN)nc(-c2ccccc2)c2c1CCCC2	0.6	-33	-17	-1	4	15	29*	40	-37
Cn1cccc1-c1cc(C(=O)N/N=C/c2cccc(O)c2)[nH]n1	0.4	5	-10	8	0	14	-3	-53	13
CCOC(=O)c1c(N)sc(C(=O)N2CCCCCC2)c1C	-0.8	9	-2	-7	1[fluorescence artefact?]	10	-5	15	11
COC(=O)c1c(NC(=O)CC2Nc3cc(C)c(C)cc3NC2=O)sc(C)c1C (stereo unspecified)	-0.1	1	-7	7	-4	6	3	9	4
CC(Cc1cccs1)NC(=O)NC1CCCCC1 (stereo unspecified)	0.8	-11	-11	1	1	15	4	7	8
Clc1ccccc1CN(Cc1ccccc1)c1ncnc2nc[nH]c12	1.8	7	0	-5	9	8	-7	45	1
COC(=O)c1ccc(CNC(=O)COC(=O)COc2ccc(OC)cc2)cc1	-1.6	-1	13	3	2	4	-4	11	4
Cc1cccc(-n2c(SCC(=O)Nc3cccc(S(=O)(=O)NC4=NCCCCC4)c3)nc3ccccc3c2=O)c1C	0.5	-12	-7	7	3	8	-6	23	-26
CCCCc1ccc(-n2c(Cc3cccs3)n[nH]c2=S)cc1	0.4	4	-7	-3	1	9	5	71*	3
S=c1[nH]nc(C(c2ccccc2)C2CCCCC2)o1 (stereo unspecified)	-0.1	-23	7	0	-6	7	x	44	-6
CCCc1nnc(NC(=O)CN2C(=O)c3ccccc3S2(=O)=O)s1	-1.5	19	-7	3	2	6	-4	-1	-19
O=C(C1CCN(C2CCN(Cc3ccc4c(c3)CCO4)CC2)CC1)N1CCOCC1	-1.8	4	-14	6	0	3	-6	-32	14
CC1=Nc2ncnn2C(c2ccccc2)/C1=N\O (stereo unspecified)	0.5	6	11	6	0	9	2	18	7
Cc1ccc(NC(=O)C2(N(C(=O)Cn3nnnc3N)c3ccc(C)cc3)CCCCC2)cc1	1.3	34*	-18	2	-8	9	-6	43	41*

Other compounds:
molecule	S1P4 ag	NPY2 pot ag	S1P4 antag	p97 ATPase inh	eIF4E 4G PPI	PGE2 EP2 inh	NPY Y1 blocker	EP2 mod	NPY-Y1 PAM-ag
COc1ccc(-c2nc(CCl)cs2)cc1	0.3	12	-23	3	0	6	-1	-55	4
CCNC(=O)CN(c1ccc(OC)c(OC)c1)S(=O)(=O)c1ccccc1	-1.2	1	-9	-4	0[fluorescence artefact?]	10	2	4	7
Cc1ccc(Nc2nc(N)nc(CN3CCN(Cc4ccccc4)CC3)n2)cc1Cl	-3.0	-27	6	-10	-9	6	x	-69	-6
Cc1ccc2cc(C#N)c(N3CCCN(C(=O)C4CCCO4)CC3)nc2c1C (stereo unspecified)	0.8	-6	-8	-4	1	4	2	36	-12
C[N+](C)(C)CCN(Cc1ccc(Cl)cc1)c1ccccn1	-2.4	-4	-6	-1	-4[fluorescence artefact?]	5	2	10	-17
Cc1ccc(NC(=O)Cc2c(Cl)cccc2Cl)cc1S(=O)(=O)N(C)C	0.4	-7	-8	-4	-8	9	6	10	-28
Cc1cccc(Oc2ncc(-c3ccc(Cl)cc3)cn2)c1C	-0.2	-21	-4	2	15	14	11	-4	-34
Cc1ccc(S(=O)(=O)NCc2c(-c3ccccc3)c3cc(Cl)ccc3[nH]c2=O)cc1	-0.7	-4	-12	4	3	6	1	30	-1
C/C(=N\N=C(N)N)c1cccc([N+](=O)[O-])c1	-2.7	17	-3	9	4	6	4	-4	11
COc1ccc(/C=N\N=C2/SC(CC(=O)O)C(=O)N2c2ccc(O)cc2)cc1OC (stereo unspecified)	0.0	2	-2	4	-1	7	1	12	5
CCCOc1ccccc1C(=O)N(Cc1cccs1)C1CCS(=O)(=O)C1 (stereo unspecified)	0.4	6	-11	5	-4[fluorescence artefact?]	5	-2	-4	3
O=C(CSc1nnc(-c2ccccc2)n1-c1ccccc1)c1ccc[nH]1	0.9	14	-4	-5	0	5	2	22	20
C=CCN(c1ccccc1)S(=O)(=O)c1cccc2cccnc12	-1.0	1	-9	4	2	7	x	11	24
Nc1nc(CN2CCN(Cc3ccccc3)CC2)nc(Nc2ccc3c(c2)OCCO3)n1	0.9	7	-1	5	1	10	2	-23	4
CN(C)S(=O)(=O)c1cccc2c1C(=O)c1ccccc1C2=O	1.4	-7	-15	5	8[fluorescence artefact?]	11	1	27	-3
CN1CCN(S(=O)(=O)c2ccc(N3CCN(S(=O)(=O)c4cccs4)CC3)nc2)CC1	0.8	-9	1	-4	-34	19	0	-16	-2
CC(C)c1ccc(N(C(=O)c2csnn2)C(C(=O)NC(C)(C)C)c2ccncc2)cc1 (stereo unspecified)	0.0	-4	11	0	-4	6	2	-9	11
CN(C(=O)COC(=O)c1cnc(Cl)c(Cl)c1)C1CCS(=O)(=O)C1 (stereo unspecified)	-1.5	-16	-11	-2	3	3	7	15	1
O=C(Nc1nccs1)c1cc(-c2ccccc2)nn1-c1ccccc1	-1.8	10	7	3	3	15	11	17	5
Cc1c(C(=O)NCc2ccccn2)oc2ccc(S(=O)(=O)N3CCOCC3)cc12	-1.6	13	1	6	-4	x	-4	-11	-2

Bioassay records from PubChem BioAssay.
